mABHD4 FP: ABHD4 (mouse) inhibition, primary FP screen | inhibition, % at 8.92 µM | Q8VD66 | actives 0.54% (n = 370,000) | AID 720543 | purified mABHD4, FP-Rh probe fluorescence polarization;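 active = inhibition exceeding the mean over every tested compound plus 3 SD, cut at about 30% in these data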;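 note: 0% = plate median of compound wells and 100% = S159A mutant with DMSO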
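Test system: mABHD4 protein | Buffer or medium: HEPES pH 7.0 buffer, 150 mM NaCl, 0.01% Pluronic F-127 | Probe or stimulus: FP-Rh fluorescent activity-based probe, added after compound pre-incubation | Timing: Pre-incubation 45 min, probe exposure 60 min, at 25 °C | Technique: Fluorescence polarization, excitation 525 nm, emission 598 nm, BODIPY TMR filters | Repeats: Single well per compound (singlicate)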
MBD2 inh: blocks human MBD2 binding to methylated DNA. Q9UBB5. TR-FRET, MBD2 binding to methylated oligonucleotide. inhibition, % at 4.4 µM. actives 0.31% (n = 370,000); in the data active = inhibition above about 13%
TCR CD3 inh: human TCR-CD3 binding inhibition; inhibition, % at 9.4 µM; TAMRA-labeled TCR probe fluorescence, biochemical; actives 0.37% (n = 360,000); in the data active = inhibition above about 19%;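 note: recombinant mutant TCR 2C K166C tagged with TAMRA read by polarization; 0% = receptor in buffer alone and 100% = receptor with positive control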
LEDGF integ inh: blocks HIV-1 LEDGF/p75-dependent DNA integration; inhibition, % at 3.7 µM; AID 743269; TR-FRET IN-LEDGF/p75 DNA integration, Eu/Cy5; actives 0.64% (n = 370,000);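 active = inhibition above the screen-wide mean plus 3 SD, cut at about 13% in these data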;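 note: signal is the Cy5 over europium emission ratio at 671 and 618 nm; 0% = plate median of compound wells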
PG9 binder: binds the HIV-1 gp120 antibody PG9; TR-FRET gp120-PG9 antibody binding; inhibition, % at 6.7 µM; actives 0.43% (n = 360,000); AID 624416; in the data active = inhibition above about 8.5%
PRMT1 FP inh: PRMT1 (human) inhibition, primary screen | inhibition, % at 2.79 µM | actives 1.3% (n = 370,000) | recombinant PRMT1, activity-based probe fluorescence polarization | Q99873;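 active = inhibition above about 21% made by adding two undisclosed values, limit read from the data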
Target sequence (Q99873 whole entry, looked up): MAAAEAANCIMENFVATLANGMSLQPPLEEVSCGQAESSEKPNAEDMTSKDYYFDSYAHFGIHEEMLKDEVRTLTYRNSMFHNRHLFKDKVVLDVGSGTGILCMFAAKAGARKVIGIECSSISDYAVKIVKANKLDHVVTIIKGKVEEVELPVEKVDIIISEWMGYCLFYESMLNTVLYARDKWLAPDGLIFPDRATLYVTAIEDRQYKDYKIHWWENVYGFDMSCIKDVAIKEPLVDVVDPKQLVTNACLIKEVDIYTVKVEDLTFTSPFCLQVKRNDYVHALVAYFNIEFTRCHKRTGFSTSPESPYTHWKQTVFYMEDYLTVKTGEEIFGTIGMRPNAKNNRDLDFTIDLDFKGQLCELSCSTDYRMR
Rev-erbA mod: modulates human Rev-erb alpha binding to DNA | Rev-erbα–FITC-DNA binding, fluorescence polarization, 90 min | activity, % at 10 µM | actives 0.79% (n = 370,000);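 active = activity above about 14%, limit read from the data; passing the limit was not always enough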;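 note: 0% = DMSO wells with 35 nM protein and 100% = DMSO wells with 750 nM protein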
HTRA1 inhibitor: blocks human HTRA1 serine peptidase | actives 0.5% (n = 340,000) | recombinant HTRA1, FP-rhodamine activity-based probe, fluorescence polarization | inhibition, % at 5.96 µM | AID 504803; in the data active = inhibition above about 36%;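 note: 0% = enzyme with DMSO and 100% = wells lacking enzyme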
Target sequence (Q92743 whole entry, looked up): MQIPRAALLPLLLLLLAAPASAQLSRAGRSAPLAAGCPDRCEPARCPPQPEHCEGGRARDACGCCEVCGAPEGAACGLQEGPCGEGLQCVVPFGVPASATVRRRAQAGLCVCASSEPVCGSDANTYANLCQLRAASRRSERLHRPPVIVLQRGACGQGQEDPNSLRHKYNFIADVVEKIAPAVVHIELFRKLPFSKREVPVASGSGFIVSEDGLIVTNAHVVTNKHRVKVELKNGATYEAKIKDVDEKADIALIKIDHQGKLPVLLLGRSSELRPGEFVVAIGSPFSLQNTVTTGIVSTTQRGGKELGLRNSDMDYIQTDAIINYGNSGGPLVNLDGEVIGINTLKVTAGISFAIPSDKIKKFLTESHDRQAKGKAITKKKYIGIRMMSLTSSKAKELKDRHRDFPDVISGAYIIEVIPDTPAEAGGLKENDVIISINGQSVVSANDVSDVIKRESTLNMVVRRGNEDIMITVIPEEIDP
UHRF1 binding: blocks human UHRF1 binding to methylated DNA; inhibition, % at 4.4 µM; AID 687016; actives 0.75% (n = 370,000); UHRF1 binding to methylated oligo, TR-FRET; Q96T88; in the data active = inhibition above about 21%;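 note: UHRF1 SRA domain binding a hemimethylated CpG hairpin DNA probe; 0% = median of test compound wells and 100% = reference inhibitor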
rCAG RNA binder: r(CAG) repeat RNA binding. TO-PRO-1 dye displacement fluorescence. inhibition, % at 3 µM. actives 1.3% (n = 370,000);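 active = inhibition above the plate cutoff, the mean of all test compounds on that plate plus 3 SD, cut at about 35% in these data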;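 note: 0% = DMSO alone and 100% = 100 µM mitoxantrone as full dye displacement; higher means more dye released from RNA so lower well fluorescence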
The depositor's hits bear a star; / = no result given.

SMILES	mABHD4 FP	MBD2 inh	TCR CD3 inh	LEDGF integ inh	PG9 binder	PRMT1 FP inh	Rev-erbA mod	HTRA1 inhibitor	UHRF1 binding	rCAG RNA binder
COc1ccccc1NS(=O)(=O)c1cc(C(=O)NCc2ccco2)ccc1C	4	1	1	0	2.0	-2	6	-4	14	2
CCCCOc1ccc(N2CC(C(=O)NCCc3ccc(OC)c(OC)c3)CC2=O)cc1 (stereo not drawn)	-3	1	4	2	-0.8	-2	2	-7	1	-8
Clc1ccc(-c2nc(-c3cc4cc(Cl)ccc4o3)cs2)cc1	3	-5	-2	8	-0.9	-1	1	/	0	4
Cc1ccccc1CN1CCC(CNC(=O)Nc2ccc(F)cc2F)CC1	-2	-3	-3	-1	-0.4	1	-5	-3	1	-6
CCOC(=O)c1c(-c2ccc(-c3ccccc3)cc2)csc1NC(=O)C1C2CCC(O2)C1C(=O)O (stereo not drawn)	-1	-9	2	4	-0.7	13	-7	-36	-1	51*
COc1cccc(C(=O)NC(=S)N2CCN(c3ccc(C(F)(F)F)cc3[N+](=O)[O-])CC2)c1	4	0	18	2	-1.2	1	0	-6	0	1
O=C(CNC(=O)c1ccc(Cl)cc1Cl)OCc1cn2cc(Br)ccc2n1	-3	-2	2	-3	0.3	1	1	-1	0	3
COC(=O)C1=C(C)N(Cc2ccccc2)C(=NCCc2c[nH]c3ccccc23)N[C@H]1c1cccc(F)c1	28	2	-1	-2	1.5	0	-3	-4	1	17
Cc1c(C(c2cc3c(cc2Br)OCO3)c2c(C)n(C)n(-c3ccccc3)c2=O)c(=O)n(-c2ccccc2)n1C	-5	0	0	4	1.7	-2	9	-1	-5	-4
CC(=O)NC(=S)Nc1ccc(NC(=S)NC(=O)/C=C/c2ccco2)cc1	-7	0	0	3	-1.3	9	-4	0	-2	20
O=c1c2ccccc2nnn1Cc1ccccc1	6	-3	7	-4	-1.2	-2	5	0	1	-2
COc1ccc(NC(=O)COc2cccc3c2CCN(C)C3=O)c(OC)c1	1	2	-5	-3	0.4	2	0	0	1	-1
CCOCCCNC(=O)C(NC(=O)c1ccc2c(c1)OCO2)c1ccccc1 (stereo not drawn)	0	-3	-3	3	0.4	0	-1	0	2	-4
COCCn1nnnc1C(c1cc2cc(C)ccc2[nH]c1=O)N1CCN(C2CCCCC2)CC1 (stereo not drawn)	2	2	10	5	-1.2	4	1	-1	9	-4
NC(=O)c1ccc(Nc2nnc(-c3ccc(O)cc3)c3ccccc23)cc1	-22	1	4	-4	0.3	1	-1	-29	-1	3
O=C(c1ccc(S(=O)(=O)NCC2CCCO2)cc1)N1CCN(c2ccccc2F)CC1 (stereo not drawn)	5	-6	5	3	0.1	1	3	4	0	-5
O=C(NCc1cccc(C(F)(F)F)c1)c1cccc(S(=O)(=O)N2CCN(Cc3ccccc3)CC2)c1	-16	5	-1	-5	3.0	1	1	-23	1	0
CCc1ccc2c(c1)NC(=O)C2(C)Cc1ccc(Cl)cc1 (stereo not drawn)	-3	-4	5	2	-2.6	-6	-3	/	1	2
CC(=O)N1c2ccc(S(=O)(=O)N3CCC(C(=O)N4CC(C)CC(C)C4)CC3)cc2CC1C (stereo not drawn)	3	4	2	1	1.7	-1	1	1	1	-5
O=C(NCCOc1ccccc1)C1=CC=CN2CCS(=O)(=O)N=C12	6	0	3	-2	-1.6	1	-2	8	-1	4
Cc1ccc(S(=O)(=O)N2CCN(c3ccccc3)CC2)s1	-2	1	-3	3	1.0	-2	-4	-7	-3	1
COc1cc2c(cc1OC)C(C)N(CCc1ccc(Cl)cc1)CC2 (stereo not drawn)	-2	3	-1	-4	0.1	1	-3	/	1	-9
COC(=O)c1cc(S(=O)(=O)NCC2CCN(Cc3cc(C)ccc3C)CC2)cn1C	-8	1	-3	1	-3.6	-5	-1	0	2	-1
CCn1cc(S(=O)(=O)Nc2nc3ccc(OC)cc3s2)cn1	0	1	3	1	-2.1	0	-4	1	1	4
CCN1CCN(c2oc(-c3ccccc3C)nc2S(=O)(=O)c2ccccc2)CC1	-3	2	6	6	0.1	-3	0	-14	-1	-4
CCCOc1ccc(C(=O)Nc2ccc(S(=O)(=O)N3CCN(C)CC3)cc2)cc1	3	2	3	0	2.3	4	-4	-9	3	12
Cc1cc(C)c2nc(NNC(=O)c3ccc(S(=O)(=O)N4CC(C)CC(C)C4)cc3)sc2c1 (stereo not drawn)	1	5	-8	15*	-0.8	12	8	54*	-2	43*
CN(NC(=O)c1ccccc1)c1nc2ccccc2nc1C(F)(F)F	-1	11	-1	2	0.8	2	3	-5	19	-4
Cc1cc(NS(=O)(=O)c2ccc(NC(=O)c3cnc4sccn4c3=O)cc2)nc(C)n1	-1	8	3	2	-1.2	0	-1	0	4	4
O=C1c2ccccc2C(Nc2ccccc2F)N1c1cccnc1 (stereo not drawn)	1	-5	1	4	0.3	-4	4	-1	-1	0
N#CC1(Cc2ccccc2Cl)c2ccccc2C=CN1C(=O)c1ccccc1 (stereo not drawn)	-26	1	4	0	0.3	-4	2	-25	3	5
CCOC(=O)c1nc(NCc2cccnc2)c2ccccc2n1	0	0	-2	0	-1.3	-2	2	1	3	0
CCn1nc(C)c(C(=O)Nc2cc(Oc3cc(C)cc(C)c3)cc([N+](=O)[O-])c2)c1C	-35	2	-6	-2	-0.2	1	12	-71	1	8
NC(=S)N=Nc1c(O)n(CCCl)c2ccc(Cl)cc12	-3	-11	-2	1	-2.6	-4	-2	5	-1	8
CCCCN1C(N)=NC[C@@H]1Cc1ccc(O)cc1	1	-5	8	2	0.4	-2	-2	4	-4	4
COc1ccc(CNC(=O)Nc2ccc([N+](=O)[O-])cc2)cc1	3	-3	0	0	-0.9	2	-1	-6	-1	2
N#Cc1c(-c2ccccc2)nc(SCC(=O)Nc2nnc(C(F)(F)F)s2)[nH]c1=O	-9	0	-1	9	6.2	1	3	/	1	46*
O=C(O)CCCCN1C(=O)/C(=C\c2ccc(OCc3ccccc3)c(OCc3ccccc3)c2)SC1=S	1	-2	-4	-4	-1.5	0	-6	-4	3	6
Fc1ccc(COc2cccc3cccnc23)cc1	-4	1	0	-1	1.8	1	3	/	-6	-2
CCOC(=O)C1CCCN(S(=O)(=O)c2ccc(Br)c(OC)c2)C1 (stereo not drawn)	2	4	-2	0	-1.3	2	2	4	0	-1
COc1cc2oc(=O)cc(-c3cccc(-c4cccc(C)c4)c3)c2c(OC)c1OC	-11	-1	-4	1	1.1	1	1	-41	18	9
O=C(Cc1ccccc1)Nc1ccc(F)cc1	1	0	3	1	0.2	-2	-3	/	0	6
O=C(Nc1cccc(-c2cnc3ccccc3n2)c1)C1CC(=O)N(c2ccccc2)C1 (stereo not drawn)	-4	4	-3	0	0.9	2	-4	-20	2	2
O=C(NCC1CCCO1)C1CCCN(S(=O)(=O)c2ccc(F)cc2)C1 (stereo not drawn)	-5	-7	-1	3	-1.4	-3	-5	2	4	0
Cn1c(SCC#N)nnc1-c1ccc2c(c1)OCO2	0	1	-1	1	0.7	2	0	1	0	1
CCOC(=O)c1ccc(Nc2cc(C)nc(-c3ccccc3)n2)cc1	-43	-1	-4	-4	-1.5	1	13	-67	3	21
C=CCNc1nc(Cl)nc(Nc2ccc([N+](=O)[O-])cc2)n1	5	-4	2	2	-3.2	1	-4	3	0	4
CCCCOC(=O)c1ccc(Nc2ncnc3nc[nH]c23)cc1	0	2	-4	2	0.8	-2	0	-6	-4	2

Retrieved by structure from above, 3 records:
SMILES	mABHD4 FP	MBD2 inh	TCR CD3 inh	LEDGF integ inh	PG9 binder	PRMT1 FP inh	Rev-erbA mod	HTRA1 inhibitor	UHRF1 binding	rCAG RNA binder
NC(=S)N=Nc1c(O)n(CCCl)c2ccc(Cl)cc12	-3	-11	-2	1	-2.6	-4	-2	5	-1	8
O=C(Nc1cccc(-c2cnc3ccccc3n2)c1)C1CC(=O)N(c2ccccc2)C1 (stereo not drawn)	-4	4	-3	0	0.9	2	-4	-20	2	2
NC(=O)c1ccc(Nc2nnc(-c3ccc(O)cc3)c3ccccc23)cc1	-22	1	4	-4	0.3	1	-1	-29	-1	3

(cont.)
SMILES	mABHD4 FP	MBD2 inh	TCR CD3 inh	LEDGF integ inh	PG9 binder	PRMT1 FP inh	Rev-erbA mod	HTRA1 inhibitor	UHRF1 binding	rCAG RNA binder
CCc1nnc(NC(=O)C2CCN(S(=O)(=O)c3ccc(C)cc3)CC2)s1	-6	-6	6	7	-1.5	-6	2	4	1	-1
COC(=O)c1cn(NC(=O)C2CCCO2)c(=O)c2ccccc12 (stereo not drawn)	-5	6	2	3	-1.0	3	2	3	1	2
CCC(=O)Nc1ccc(-c2nnc(SCC(=O)N3CCCCC3)n2C)cc1	-7	4	13	-1	-1.0	-2	5	3	0	-5
Cn1cc(C(=O)N/N=C/c2cccc([N+](=O)[O-])c2)c2ccccc21	-2	-4	4	-3	-0.3	0	-6	/	0	3
CSc1ccccc1C(=O)Nc1cc2c(cc1C(=O)O)OCCCO2	3	-4	1	5	1.5	3	3	-2	1	17
Cc1ccc2c(c1)C1CN(C)CCC1N2S(=O)(=O)c1ccc(C(C)C)cc1 (stereo not drawn)	-1	-5	-2	3	-0.6	-6	1	-17	-4	4
Cc1nc(N2CCCCC2)c2ccsc2n1	12	-6	0	1	0.3	-2	4	2	-1	-1

4 of the entries above in order of the UHRF1 binding value, low to high:
Structure	UHRF1 binding
Cc1ccc2c(c1)C1CN(C)CCC1N2S(=O)(=O)c1ccc(C(C)C)cc1 (stereo not drawn)	-4
Cc1nc(N2CCCCC2)c2ccsc2n1	-1
Cn1cc(C(=O)N/N=C/c2cccc([N+](=O)[O-])c2)c2ccccc21	0
CSc1ccccc1C(=O)Nc1cc2c(cc1C(=O)O)OCCCO2	1

From PubChem BioAssay

Not all compounds are listed (hit frequency here may not be typical).
